NLRP3 yeast inh = inhibitors of NALP3 inflammasome in yeast; inhibition, % at 10 µM; Yeast reconstituted NLRP3/ASC/caspase-1, beta-gal luminescence, 24 h; actives 0.39% (n = 330,000);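 active means inhibition of 50% or more; inactive means inhibition below 50%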;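 further: plate controls were induced DMSO wells for no effect and uninduced yeast grown without galactose for full effect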
NR3A LBD binder = modulators (binders) of human NR3A ligand-binding domain | NR3A LBD differential scanning fluorimetry, Tm shift; 0% = protein alone, 100% = glycine-bound protein | Tm shift relative to glycine control, % at 25 µM | actives 2.5% (n = 340,000) | AID 1259313;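 active means melting temperature shift of at least 10% of the positive control shift, at one fixed dose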
MIN6 prolif = induces beta-cell replication in MIN6 cells. MIN6 cells proliferation, ATPlite luminescence, 48 h; cells starved in 0.2% serum; 100% = growth in 10% serum. proliferation, % at 10 µM. actives 0.29% (n = 330,000);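 active means compounds whose signal lies at least 3.5 SD above the mean of all wells on their plate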;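 further: 0% = DMSO-treated cells in low-serum medium and 100% = 10% serum control; some compounds called inactive have numbers as strong as hits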
MPTP block = permeability transition pore inhibition; actives 1.4% (n = 360,000); inhibition, % at 10 µM; isolated mouse mitochondria, Ca2+ swelling absorbance, 30 min;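 active means inhibition of 50% or more, scaled per plate between neutral and stimulator controls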;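 further: 0% = DMSO wells given calcium and 100% = 1 mM EGTA wells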
APJ agonist = activates the human apelin receptor APJ; P35414; CHO-K1 APJ PathHunter beta-arrestin, luminescence; 0% DMSO wells, 100% apelin; activation, % at 20 µM; actives 0.11% (n = 330,000);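 active means activation more than six SD over the plate average, tested at 20 µM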;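 further: 0% = DMSO alone and 100% = apelin-13 at 10 nM; some results filed as inactive read as strong as hits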
Target sequence (P35414 whole entry, looked up): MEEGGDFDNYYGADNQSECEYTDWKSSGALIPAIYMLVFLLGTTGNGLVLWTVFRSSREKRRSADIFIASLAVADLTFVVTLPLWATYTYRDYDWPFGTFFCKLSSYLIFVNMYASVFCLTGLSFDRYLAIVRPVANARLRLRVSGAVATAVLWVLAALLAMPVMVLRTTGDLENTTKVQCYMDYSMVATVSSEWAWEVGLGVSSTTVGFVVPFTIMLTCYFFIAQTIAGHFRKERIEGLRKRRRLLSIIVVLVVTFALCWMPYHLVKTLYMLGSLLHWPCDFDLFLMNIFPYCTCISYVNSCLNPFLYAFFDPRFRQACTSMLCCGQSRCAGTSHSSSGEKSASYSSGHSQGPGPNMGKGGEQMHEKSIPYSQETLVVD
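assay system = CHO-K1 APJ beta-arrestin complementation cell line | input = cell density 1000 per well | dosing = compound 20 µM once, DMSO 1% | timing = compound 90 min 25 °C, reagent 1 h | measured by = luminescence from split beta-galactosidase complementation, Galacton Star/Emerald II substrate | read-out basis = APJ agonist activity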
TIM10 inh = TIM10 yeast growth inhibition. actives 1.4% (n = 330,000). inhibition, % at 10 µM. AID 463195. S. cerevisiae TIM10 strain growth, BacTiter-Glo luminescence, 24 h;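 active means inhibition of 40% or more at the single tested concentration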;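 further: wild-type TIM10 isogenic control strain grown at permissive 25 °C; 0% = DMSO yeast wells and 100% = minimal medium wells without yeast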
tim23-1 inh = growth inhibitors of tim23-1 mutant yeast; S. cerevisiae tim23-1 growth, BacTiter-Glo luminescence, 24 h; actives 1.3% (n = 330,000); inhibition, % at 20 µM; AID 463212;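 active means growth inhibition of the mutant yeast at or above 50%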;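 further: temperature-sensitive mutant grown at 25 °C; plate controls were DMSO-treated mutant yeast for no effect and medium wells lacking yeast for full effect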
APJ antag = APJ receptor antagonism; CHO-K1 APJ beta-arrestin complementation, luminescence; P35414; actives 0.32% (n = 330,000); inhibition, % at 20 µM;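 active means inhibition above about 40% at 20 µM, limit read from the data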;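 further: cells challenged with 10 nM apelin-13 agonist together with compound; plate controls were apelin-13 plus DMSO wells for no effect and DMSO wells lacking apelin-13 for full effect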
tim10-1 inh = growth inhibitors of tim10-1 mutant yeast. S. cerevisiae tim10-1 ts strain growth, BacTiter-Glo, 24 h. inhibition, % at 20 µM. actives 2.2% (n = 330,000). AID 463190;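 active means inhibition of at least 40%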;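 further: mutant grown at 25 °C; 0% = DMSO wells with yeast and 100% = wells holding no yeast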
* hit, by the source's call; nt = no result given.

SMILES	NLRP3 yeast inh	NR3A LBD binder	MIN6 prolif	MPTP block	APJ agonist	TIM10 inh	tim23-1 inh	APJ antag	tim10-1 inh
O=C(CN1C(=O)NC(CCc2ccccc2)C1=O)Nc1ccc(F)c(F)c1F (centres undefined)	0	2	-1	3.9	0	-1	-8	10	-17
Cc1oc(-c2ccc3c(c2)OCCO3)cc1C(=O)NCC(=O)O	19	0	-2	-2.2	-1	9	21	11	13
COCCc1nnc(NC(=O)Cc2ccccc2)s1	7	-1	-3	-0.8	-2	-1	-12	3	3
CCSc1nnc(Cn2c(=O)sc3ccccc32)n1-c1ccc(OC)cc1	6	-3	-1	-1.0	-4	-2	8	0	18
COc1cccc(-c2nc(CS(=O)CC(=O)NCCc3ccccc3)c(C)o2)c1 (centres undefined)	11	2	-2	0.1	-5	9	11	3	9
COc1ccc(C(=O)NCCOC(C)C)cc1OC1CCN(C(C)=O)CC1	21	-3	-4	-0.9	-3	-6	-12	11	-7
CCCCCCCCCCCCN1[C@@H](CC(C)=O)c2cc(F)cc(F)c2S1(=O)=O	-2	-15	-9	2.7	5	-4	10	3	1
Cc1cc(C)c(C#N)c(SCCN2CCCCC2)n1	22	-3	-1	-0.5	-3	6	14	-9	21
COc1ccc(Cc2nc3ccc(C(=O)N4CCC(N(C)C)C4)cc3o2)cc1 (centres undefined)	8	1	-4	0.6	-2	-12	-1	-1	3
COC(=O)CSc1nnc(-c2cccnc2)n1C	9	-1	0	-0.8	-1	-1	0	-15	5
O=C(CN1C(=O)NC2(CCCC2)C1=O)N1CCN(S(=O)(=O)c2ccccc2F)CC1	-3	13*	-4	-0.6	-7	-1	-1	15	-15
CN(C)c1ccc(C(=O)NCc2ccc3c(c2)CCO3)cc1	40	10*	-2	0.3	0	-19	-8	15	-29
CN(C)N1C(N)=C(C#N)C(c2ccc3c(c2)OCO3)C2=C1CCCC2=O (centres undefined)	14	-1	-2	0.8	-3	4	11	5	11
O/N=C/c1cccc[n+]1CCCCCC[n+]1ccccc1/C=N/O	7	1	2	0.9	-2	-4	0	20	-2
CCc1cccc(NC(=O)Cn2c(=O)c3cccn3c3ccccc32)c1	2	0	-2	2.6	0	3	-8	-24	-2
Nn1c(SCc2cccc(F)c2)nnc1-c1ccncc1	2	0	-2	2.3	0	5	4	12	-18
COC(=O)[C@H](CCSC)NC(=O)NCc1ccccc1F	-1	-1	-3	-1.5	-3	-2	5	14	3
O=C(Nc1nc2ccccc2[nH]1)C1CCN(S(=O)(=O)c2cccs2)CC1	13	0	-1	4.7	0	2	3	8	-2
CCN(CC)c1ccc(S(=O)(=O)N2CCOCC2)cc1NC(=O)COC(=O)COc1ccccc1C	6	-2	1	1.5	-5	14	12	-13	16
Cc1cc(C)c(NC(=O)C2CCCN2CCC(C)C)c(C)c1 (centres undefined)	4	-1	-2	-1.9	-6	3	9	3	13
Cc1ccc(NC(=O)c2cc(Cl)ccc2[N+](=O)[O-])cc1C	15	0	-4	0.7	0	7	35	-9	31
COc1ccc(C(CC(=O)c2ccccc2)S(=O)(=O)c2ccc(C)cc2)cc1 (centres undefined)	8	2	-5	1.6	-6	5	2	-4	11
COc1ccc(CN2CCN(CCC(C)C)C(CCO)C2)cc1Cn1cccn1 (centres undefined)	4	0	2	1.9	-2	-8	15	6	10
CN1CCN(C(=O)c2cc3cc(F)ccc3[nH]2)CC1	13	0	3	0.7	0	6	-13	7	0
O=C(COc1ccccc1Cl)NNC(=O)Cn1[nH]c(=O)c2ccccc2c1=O	3	2	-1	-0.6	-4	-9	-3	25	-5

Of the compounds above, two contain two or more sulfur atoms.
SMILES	NLRP3 yeast inh	NR3A LBD binder	MIN6 prolif	MPTP block	APJ agonist	TIM10 inh	tim23-1 inh	APJ antag	tim10-1 inh
CCSc1nnc(Cn2c(=O)sc3ccccc32)n1-c1ccc(OC)cc1	6	-3	-1	-1.0	-4	-2	8	0	18
O=C(Nc1nc2ccccc2[nH]1)C1CCN(S(=O)(=O)c2cccs2)CC1	13	0	-1	4.7	0	2	3	8	-2

(more compounds)
SMILES	NLRP3 yeast inh	NR3A LBD binder	MIN6 prolif	MPTP block	APJ agonist	TIM10 inh	tim23-1 inh	APJ antag	tim10-1 inh
COc1ccc(C)cc1Nc1nnc(C)c(=O)[nH]1	17	0	6	-2.1	0	-9	2	-17	14
CCN(CC)C(=O)[C@H]1C[C@H](CC(=O)NCC23CC4CC(CC(C4)C2)C3)C(=O)N2CCc3c([nH]c4cc(CCC(=O)N(C)C)ccc34)[C@]12C	nt	-3	nt	1.2	nt	7	37	nt	15
Cc1cn(COC/C=C/c2ccccc2)c(=O)[nH]c1=O	12	0	-3	-1.2	2	-1	9	-9	8
CCCCNS(=O)(=O)CCNCc1ccc(OC)cc1	nt	1	nt	-1.5	nt	-13	21	nt	-7
O=c1c2c(n3cnnc3n1C1CCCCC1)-c1ccccc1CC21CCCCC1	-15	-8	-4	0.9	8	30	54*	10	31
CCN(CC)S(=O)(=O)c1ccc(-c2nnc(SCC(=O)N3c4ccccc4CC3C)o2)cc1 (centres undefined)	17	-14	0	0.0	-5	12	7	13	7
COc1ccc2cc(C(C)C(=O)NC3CCC(O)CC3)ccc2c1 (centres undefined)	3	-1	6	0.6	0	7	-11	-1	-13
COc1ccc(OC(=O)c2cc3ccccc3o2)cc1	3	2	-3	-2.8	-5	25	18	16	25
CCOc1ccc2ccccc2c1/C=N\NC(=O)c1ccc([N+](=O)[O-])cc1	11	0	-1	9.8	7	-8	11	-25	-18
O=C(COC(=O)c1cccs1)NCC1CCCO1 (centres undefined)	2	-1	4	-0.5	-3	11	6	13	6
CN(C)c1ccc(/C=c2/sc3n(c2=O)NC2(c4ccccc4)N(C)C(=O)N(C)C2(c2ccccc2)N=3)cc1 (centres undefined)	9	nt	0	nt	1	-9	22	2	7
O=C(O)CCNC1C=CS(=O)(=O)C1 (centres undefined)	24	0	1	-0.6	-3	-5	2	20	23
CCCC1c2ccc(C)n2CCN1C(=O)Nc1ccccc1Cl (centres undefined)	8	-2	-4	-1.5	-3	-6	11	-23	7
O=C(NC1CC1)c1ccc(NS(=O)(=O)c2ccccc2)cc1	12	-1	-2	-0.9	13	9	10	-5	7
Cc1csc(NC(=O)CSc2nccn2C)n1	22	0	-5	0.5	3	-5	-3	19	-19
Clc1ccccc1CNCc1ccncc1	1	-2	-3	-2.2	-2	-12	-7	-2	22
CCOc1ccc(NC(=O)CN(C)C(=O)Cc2ccsc2)cc1OCC	11	-2	1	-1.1	-1	-3	-14	1	-6
COC(=O)CCCC1=CC2=C(c3ccccc3)C(=O)C(C)(OC(=O)C3CCCC3)C(=O)C2=CN1Cc1ccco1 (centres undefined)	5	0	-5	0.7	7	15	23	-70	20
O=C(COc1ccccc1Cl)NCCCNC(=O)c1ccncc1	11	-1	-1	-1.4	0	10	3	22	-3
CCC(=O)Oc1ccc2ccccc2c1CNC(=O)c1ccccc1	30	3	0	5.2	1	2	23	-13	24
CCOc1ccc(CCNC(=O)CSc2ncn[nH]2)cc1OCC	6	2	5	-0.8	-2	4	-5	-1	-11
Cc1cccc(C(=O)Nc2ccc(S(=O)(=O)N3CCOCC3)cc2)c1[N+](=O)[O-]	20	1	-2	2.2	-3	12	22	12	18
Cc1ccccc1C(=O)N1CC(=O)Nc2ccc(F)cc2C1c1ccccc1 (centres undefined)	0	1	2	1.2	1	19	15	-5	20
COc1ccc(NC(=O)C2CCCN(S(=O)(=O)c3c(C)n[nH]c3C)C2)c(OC)c1 (centres undefined)	11	-22	-2	0.0	-1	1	6	6	2
O=C(NCCc1cccc(Cl)c1)c1cc([N+](=O)[O-])ccc1Cl	5	-5	-5	-7.6	4	0	-13	-29	2
Other compounds follow:
SMILES	NLRP3 yeast inh	NR3A LBD binder	MIN6 prolif	MPTP block	APJ agonist	TIM10 inh	tim23-1 inh	APJ antag	tim10-1 inh
Cc1ccc(NC(=O)CN(C)C(=O)Cc2c[nH]c3ccccc23)cc1	-13	1	-1	-0.7	-2	1	-1	-14	-6
Nc1ccc(C(=O)NNC(=O)C2COc3ccccc3O2)cc1[N+](=O)[O-] (centres undefined)	0	-1	1	-1.3	-6	-1	11	16	9
C=CCn1c(-c2cccc(Cl)c2)n[nH]c1=S	9	1	1	14	-6	30	9	4	15
CCOC(=O)C1(Cc2ccccc2)CCCN(Cc2cnn(CC)c2)C1 (centres undefined)	14	1	1	64*	-2	-10	2	9	4
CN(CC(=O)NC(=O)Nc1ccccc1F)Cc1ccccc1F	27	-1	-2	-1.0	-1	-2	30	-6	9
COCCN(CCOC)C(=O)c1sc2nc(-c3ccccc3)cn2c1C	3	-1	-1	-0.6	-3	-3	-4	3	26
Cc1ccc(S(=O)(=O)NC(CC(C)C)C(=O)NCC(C)(C)N2CCOCC2)cc1 (centres undefined)	-5	1	6	-0.7	1	-9	4	-60	-1
CC(C)(C)OC(=O)N[C@@H](CCCCNC(=O)OCc1ccccc1)c1nnc([C@H](CCCCNC(=O)OCc2ccccc2)NC(=O)OC(C)(C)C)o1	0	1	-5	-1.5	0	5	3	-1	-2
COCCN(CCOC)C(=O)C12CCC(C)(C(=O)C1)C2(C)C (centres undefined)	17	1	2	-0.3	1	-38	-2	9	11
COc1ccc(-c2n[nH]c(C(F)(F)F)c2-c2cc3ccccc3o2)c(O)c1	12	15*	-4	55*	0	17	-127	-4	16
CC(=O)OCC(=O)N1CCN(c2ccc([N+](=O)[O-])cc2)CC1	6	0	5	0.4	-3	3	1	13	-8
Clc1ccc(-n2ncc3c(N4CCCC4)ncnc32)cc1	21	-2	-2	-3.1	1	6	-6	0	13

Entries shown so far containing a Cl atom (eight):
SMILES	NLRP3 yeast inh	NR3A LBD binder	MIN6 prolif	MPTP block	APJ agonist	TIM10 inh	tim23-1 inh	APJ antag	tim10-1 inh
Cc1ccc(NC(=O)c2cc(Cl)ccc2[N+](=O)[O-])cc1C	15	0	-4	0.7	0	7	35	-9	31
O=C(COc1ccccc1Cl)NNC(=O)Cn1[nH]c(=O)c2ccccc2c1=O	3	2	-1	-0.6	-4	-9	-3	25	-5
CCCC1c2ccc(C)n2CCN1C(=O)Nc1ccccc1Cl (centres undefined)	8	-2	-4	-1.5	-3	-6	11	-23	7
Clc1ccccc1CNCc1ccncc1	1	-2	-3	-2.2	-2	-12	-7	-2	22
O=C(COc1ccccc1Cl)NCCCNC(=O)c1ccncc1	11	-1	-1	-1.4	0	10	3	22	-3
O=C(NCCc1cccc(Cl)c1)c1cc([N+](=O)[O-])ccc1Cl	5	-5	-5	-7.6	4	0	-13	-29	2
C=CCn1c(-c2cccc(Cl)c2)n[nH]c1=S	9	1	1	14	-6	30	9	4	15
Clc1ccc(-n2ncc3c(N4CCCC4)ncnc32)cc1	21	-2	-2	-3.1	1	6	-6	0	13
